Screening data as filed in PubChem.
NALP3 yeast inh: blocks the NALP3 inflammasome reconstituted in yeast | Yeast reconstituted NLRP3/ASC/caspase-1, beta-gal luminescence, 24 h | inhibition, % at 10 µM | 330,000 compounds, 0.39% hits | AID 2825;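 active means inhibition of 50% or more; inactive means inhibition below 50%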;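 further: plate controls were induced DMSO wells for no effect and uninduced yeast grown without galactose for full effect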
mIAP activ: increases mouse intestinal alkaline phosphatase activity; muIAP, CDP-Star luminescence, 30 min; stronger effect = higher value; 1 = vehicle-only enzyme signal, 0 = enzyme-free wells; activation factor at 10 µM; 330,000 compounds, 0.24% hits; AID 2805;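 active means activation factor of at least 2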; further: the source names both 10 and 20 µM as test concentration; values of inactives mirror those of a sister screen read the other way
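System: mouse IAP enzyme. Reagent: CDP-Star chemiluminescent phosphatase substrate. Benchmarks: DMSO wells, no-enzyme wells. Times: 30 min enzyme-substrate-compound incubation at room temperature. Detection: luminescence from enzymatic CDP-Star hydrolysis. Doses: test compounds delivered from DMSO solution.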
A3A deaminase: blocks human APOBEC3A ssDNA deamination; 330,000 compounds, 0.41% hits; P31941; inhibition, % at 20 µM; recombinant A3A, FAM/TAMRA ssDNA deamination fluorescence; AID 493011;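 active means at least 40% inhibition at 20 µM here, with at most 30% in a related deaminase screen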;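 further: plate controls were A3A with DMSO for no effect and wells lacking A3A enzyme for full effect; some results filed as inactive read as strong as hits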
Target sequence (P31941 whole entry, looked up): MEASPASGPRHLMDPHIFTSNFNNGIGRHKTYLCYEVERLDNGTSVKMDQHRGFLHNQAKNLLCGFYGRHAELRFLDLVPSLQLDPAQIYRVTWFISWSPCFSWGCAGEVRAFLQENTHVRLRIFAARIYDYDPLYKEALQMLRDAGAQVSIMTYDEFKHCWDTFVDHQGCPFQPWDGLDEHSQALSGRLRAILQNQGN
hIAP activ: human IAP activation; 330,000 compounds, 0.16% hits; activation factor at 10 µM; purified human IAP, CDP-Star luminescence, 30 min; stronger effect = higher value; 1 = vehicle-only enzyme, 0 = enzyme-free background; P09923; AID 2524;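 active means activation factor of the enzyme at least 2-fold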; further: the source names both 10 and 20 µM as test concentration; values of inactives mirror those of a sister screen read the other way
Target sequence (P09923 whole entry, looked up): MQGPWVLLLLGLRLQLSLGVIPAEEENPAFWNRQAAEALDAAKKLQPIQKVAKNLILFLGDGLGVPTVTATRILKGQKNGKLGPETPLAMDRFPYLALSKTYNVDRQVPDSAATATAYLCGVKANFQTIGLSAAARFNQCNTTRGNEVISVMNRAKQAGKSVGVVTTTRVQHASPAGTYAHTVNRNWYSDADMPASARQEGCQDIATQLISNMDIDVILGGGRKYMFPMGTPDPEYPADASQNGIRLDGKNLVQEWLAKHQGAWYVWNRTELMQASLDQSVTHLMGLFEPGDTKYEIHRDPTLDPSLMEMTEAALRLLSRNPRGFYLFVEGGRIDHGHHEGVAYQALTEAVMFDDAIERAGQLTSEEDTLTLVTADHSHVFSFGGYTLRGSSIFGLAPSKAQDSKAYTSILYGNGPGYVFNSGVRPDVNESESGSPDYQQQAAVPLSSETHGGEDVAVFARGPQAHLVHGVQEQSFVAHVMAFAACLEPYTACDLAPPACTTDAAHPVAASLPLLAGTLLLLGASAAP
SENP1 FRET inh: inhibitors of human SENP1 SUMO protease catalytic domain; inhibition, % at 10 µM; recombinant SENP1 catalytic domain, CyPet-SUMO1-YPet FRET cleavage; 360,000 compounds, 0.21% hits; Q9P0U3;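 active means inhibition at least 30% at 10 µM, raw YFP signal under a set limit, fluorescence ratio 0.5 to 1.5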;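 further: 0% = enzyme with DMSO and 100% = no enzyme wells; some results filed as inactive read as strong as hits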
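Material: hSENP1 catalytic domain, recombinant; medium: Tris pH 8 with BME, BSA, NP40 and catalase; compound: single concentration of 10 µM compound, 0.5% DMSO final; technique: FRET read of cyan and yellow fluorescence; timing: 50 min enzyme reaction, room temperature, light-protected; reagent: SFCypet-SUMO1-SFYpet substrate at 25 nM; control set: no-enzyme low, enzyme-DMSO high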
mIAP block: mouse IAP inhibition; purified mouse IAP, CDP-Star luminescence, 30 min; inhibition, % at 10 µM; 330,000 compounds, 0.2% hits; AID 2806;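 active means inhibition of at least 40% at 10 µM in the primary screen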;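 further: plate controls were DMSO with enzyme for no effect and no enzyme wells for full effect; values of inactives mirror those of a sister screen read the other way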
hIAP inh: blocks human intestinal alkaline phosphatase; P09923; 330,000 compounds, 0.12% hits; inhibition, % at 10 µM; purified IAP, CDP-Star luminescence, 30 min;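 active means inhibition reaching a set limit with compound at 10 µM in the primary screen, cut at about 35% in these data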;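 further: plate controls were DMSO wells with enzyme for no effect and no-enzyme buffer wells for full effect; values of inactives mirror those of a sister screen read the other way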
beta cell repl: MIN6 beta-cell proliferation induction; proliferation, % at 10 µM; 330,000 compounds, 0.29% hits; AID 2380; MIN6 cells proliferation, ATPlite luminescence, 48 h; cells starved in 0.2% serum; 100% = growth in 10% serum;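 active means compounds whose signal lies at least 3.5 SD above the mean of all wells on their plate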;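 further: 0% = DMSO-treated cells in low-serum medium and 100% = 10% serum control; some compounds called inactive have numbers as strong as hits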
APOBEC3G inh: inhibitors of human APOBEC3G DNA deaminase. 330,000 compounds, 0.28% hits. recombinant A3G, ssDNA deamination FAM/TAMRA fluorescence. inhibition, % at 20 µM;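 active means inhibition of at least 40% at 20 µM, with no more than 30% in the related APOBEC3A deaminase screen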;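 further: plate controls were DMSO wells with A3G for no effect and wells lacking A3G enzyme for full effect; some compounds called inactive have numbers as strong as hits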
Target sequence (Q9HC16 whole entry, looked up): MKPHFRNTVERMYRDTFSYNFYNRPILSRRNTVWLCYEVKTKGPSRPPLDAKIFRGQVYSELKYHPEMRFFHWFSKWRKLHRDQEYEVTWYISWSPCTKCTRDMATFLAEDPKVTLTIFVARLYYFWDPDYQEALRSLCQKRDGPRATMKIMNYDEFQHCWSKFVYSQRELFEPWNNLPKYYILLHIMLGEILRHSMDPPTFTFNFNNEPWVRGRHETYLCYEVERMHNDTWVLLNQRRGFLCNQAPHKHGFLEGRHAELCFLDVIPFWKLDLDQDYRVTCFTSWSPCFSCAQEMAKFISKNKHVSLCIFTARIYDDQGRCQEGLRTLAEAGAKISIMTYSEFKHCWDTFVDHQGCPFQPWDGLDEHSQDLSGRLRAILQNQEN
Active calls of the source: *; & = joins results of further samples.

Below each compound – NALP3 yeast inh	mIAP activ	A3A deaminase	hIAP activ	SENP1 FRET inh	mIAP block	hIAP inh	beta cell repl	APOBEC3G inh
COc1cc2[nH]c(=S)n(C3CCN(Cc4ccccc4)CC3)c(=O)c2cc1OC
  11	0.95	6	1.1	3	5	-12	-3	-4
CCCCNc1c(-c2ccc(-c3cccc(Cl)c3)cc2)nc2ccccn12
  29	1.2	-2	0.98	-27&-21	-19	2	-8	-2
COc1ccc(C(=O)Oc2ccc(Br)cc2C(=S)N2CCOCC2)cc1
  14	1	1	1.2	3	-5	-17	4	-1
CC1CC(C)CN(S(=O)(=O)N2CCC(C(=O)NCc3ccco3)CC2)C1 (configuration not stated)
  26	0.91	0	0.97	2	9	3	0	-2
O=C(Nc1ccccc1Oc1cccnc1)C1CCCN(Cc2ccc(F)cc2)C1 (configuration not stated)
  12	1.1	-3	0.77	-2	-9	23	-5	1
CN1C(=S)SC(/[N+]([O-])=C\c2ccccc2F)C1(C)C (configuration not stated)
  12	1	2	0.99	0	0	1	-2	0
CCc1noc(C)c1C(=O)N(C)CC(=O)Nc1ccc(Cl)c(Cl)c1
  19	1.1	1	0.9	1	-14	10	1	-8
CN(CCOc1ccccc1)C(=O)C1CCC(=O)N(CCCN2CCOCC2)C1 (configuration not stated)
  7	0.95	-2	1.3	1	5	-35	-2	-7
CC1CCN(CC(O)CN2c3ccccc3Sc3ccccc32)CC1 (configuration not stated)
  22	1.1	-1	1.1	1	-9	-12	-6	-4
Cc1ccc(-n2nc(C)c3c(C(=O)OCC(=O)N(C)C4CCS(=O)(=O)C4)cc(-c4ccccc4)nc32)cc1 (configuration not stated)
  9	1	2	0.94	-9	-2	6	0	3
CC(=O)Nc1ccc(SCC(=O)NCC2(N3CCCCC3)CCCCC2)cc1
  -7	1.1	-3	0.94	-13	-10	6	-2	-9
Cc1ccc(S(=O)(=O)N(C)c2ccc(OC(=O)c3ccc(=O)[nH]c3)cc2)cc1
  10	0.97	-7	1	3	2	-3	-2	-18
COc1ccc(-c2ccc(S(=O)(=O)n3nc(OC(=O)c4cccs4)cc3N)cc2)cc1
  -4	1	0	0.91	6	-4	9	-8	0
NS(=O)(=O)c1ccc(NC(=S)NCCc2ccccc2)cc1
  15	1.1	-7	0.91	-1	-9	9	-2	5
COc1ccc(-n2cc(-c3ccc(C)cc3)[n+]3c2SCC3)cc1
  8	0.95	-5	0.88	3	5	12	-3	-1

New compounds follow:
Below each compound – NALP3 yeast inh	mIAP activ	A3A deaminase	hIAP activ	SENP1 FRET inh	mIAP block	hIAP inh	beta cell repl	APOBEC3G inh
Cc1nonc1NC(=O)CSc1nnc(N)s1
  8	1	-2	1	-1	0	0	1	1
O=C(CCCc1ccccc1)Nc1ccc(S(=O)(=O)N2CCOCC2)cc1
  1	1.2	0	0.92	0	-19	8	2	-3
Cc1nc(-c2ccc(Cl)cc2)sc1C(=O)CBr
  -21	0.84	-2	0.85	1	16	14	-3	-3
COc1ccc(NC(=O)C2CCCO2)cc1 (configuration not stated)
  -4	1	3	0.89	0	-5	11	0	1
CC(=O)c1ccc(S(=O)(=O)N2CCC(c3nc4ccccc4[nH]3)CC2)cc1
  3	1	1	1	0	0	0	-1	-3
Cc1c(NS(=O)(=O)c2ccc3c(c2)CCN3C(=O)C2CC2)c(=O)n(-c2ccccc2)n1C
  -2	0.96	-1	0.98	0	4	2	-1	-1
COc1ccc(OCCCC(=O)Nc2nc(-c3ccccn3)cs2)cc1
  27	0.86	0	1.1	0	14	-9	-5	-4
CCOC(=O)c1sc2nc(C)[nH]c(=O)c2c1C
  19	0.91	2	0.93	1	9	7	-2	-3
COc1ccc(/C=C/C(=O)Nc2ccc3c(c2)OCCO3)cc1OC
  15	0.9	1	0.93	1	10	7	4	1
COc1ccccc1C(=O)N(C)c1nnc(-c2ccccc2)s1
  11	1.1	-4	1.3	1	-6	-32	0	-6
O=C(NCc1ccc2[nH]c3c(c2c1)CCCC3)c1ccc(S(=O)(=O)N2CCCC2)cc1
  21	0.97	-2	0.93	-48	3	7	-4	-1
COc1ccc(S(=O)(=O)c2ccc(OC)cc2)cc1
  30	1	5	1	1	-1	-4	-1	0
CC1CC(NC(=O)CC#N)CC(C)(C)C1 (configuration not stated)
  -11	1.1	-1	0.96	0	-8	4	0	-8
O=C(Nc1c(C(=O)Nc2ccccc2)cnn1-c1ccccc1)c1ccco1
  25	0.96	-2	1.2	3	4	-18	-2	-6
CC(Oc1ccccc1)C(=O)N=C1SC2CS(=O)(=O)CC2N1c1ccccc1 (configuration not stated)
  7	1	2	1.1	1	-3	-6	-1	2

Complete entries from above. Screens in order: NALP3 yeast inh, mIAP activ, A3A deaminase, hIAP activ, SENP1 FRET inh, mIAP block, hIAP inh, beta cell repl, APOBEC3G inh
`COc1ccc(OCCCC(=O)Nc2nc(-c3ccccn3)cs2)cc1` as listed: 27, 0.86, 0, 1.1, 0, 14, -9, -5, -4
`COc1ccccc1C(=O)N(C)c1nnc(-c2ccccc2)s1` as listed: 11, 1.1, -4, 1.3, 1, -6, -32, 0, -6

(listing goes on)
Below each compound – NALP3 yeast inh	mIAP activ	A3A deaminase	hIAP activ	SENP1 FRET inh	mIAP block	hIAP inh	beta cell repl	APOBEC3G inh
CC(NS(=O)(=O)c1ccccc1Cl)C1CC2CCC1C2 (configuration not stated)
  13	1.1	2	1.1	-1	-8	-6	0	1
Nc1ccccc1O
  33	0.76	0	1	17	24	-3	-5	1
Cc1cccc(N2CCN(C(=O)/C=C/c3ccco3)CC2)c1C
  22	0.9	2	0.91	-46	10	9	0	-8
O=C(Nc1cc(C(F)(F)F)ccc1N1CCOCC1)c1ccc(Br)o1
  10	1	-1	0.89	3	-4	11	-3	-4
O=C(O)CCc1ccc(-c2ccccc2)n1CC(=O)O
  -10	1.1	-2	1	-1	-5	0	1	-6
Cc1cc(C)n(CCN(C)Cc2nc(Cc3ccccc3F)no2)n1
  8	0.99	-1	1.1	-1	1	-9	4	-6
O=C(NCC1CCN(S(=O)(=O)c2ccccc2)CC1)Nc1ccc(F)cc1
  26	1.6	3	1.2	2	-59	-17	-1	14
COc1cccc(C2OC(=O)c3ccccc3N2C(C)=O)c1OC(C)=O (configuration not stated)
  -1	1.1	-4	1.2	1	-7	-20	-1	-1
CCCCNc1cc(C)oc(=O)c1C(C)=O
  17	1	2	0.82	1	-3	18	2	-2
Cc1ccc(C(=O)Nc2ccc3c(c2)OCCO3)o1
  19	1	5	0.81	2	-3	18	-4	14
CCO[C@@H]1OC(C(=O)Nc2ccccc2)=C[C@H](c2csc3ccccc23)[C@H]1CCCO
  10	0.96	0	0.95	-1	4	5	-7	-4
CC(=O)Nc1ccc(NC(=O)C(C)OC(=O)C23CC4CC(CC(Cl)(C4)C2)C3)cc1 (configuration not stated)
  -6	1.1	16	0.99	1	-14	1	1	0
Cc1ccc(S(=O)(=O)N(C)CC(=O)Nc2cccc(C)n2)cc1
  25	0.92	0	0.91	0	8	9	-1	-2
S=c1nc(-c2cc(Cl)ccc2Cl)[nH][nH]1
  -1	0.94	0	1	0	6	-4	-1	9
OC(CN1C2=NCCN2c2ccccc21)c1ccc2c(c1)OCO2 (configuration not stated)
  57*	0.91	-19	1.1	2	9	-13	8	-8

(list continues)
Below each compound – NALP3 yeast inh	mIAP activ	A3A deaminase	hIAP activ	SENP1 FRET inh	mIAP block	hIAP inh	beta cell repl	APOBEC3G inh
O=c1c2ccccc2c(/C=N/NS(=O)(=O)c2ccccc2)c(O)n1-c1ccccn1
  8	1	-4	1.2	39	0	-21	-2	-17
CCSC1=N/C(=C\c2ccc(C(=O)O)cc2)C(=O)S1
  -6	0.87	-2	1.1	-2	13	-7	-3	-4
Cc1ccnc(NS(=O)(=O)c2ccc(NC(=O)c3ccc(S(=O)(=O)N4CC(C)OC(C)C4)cc3)cc2)n1 (configuration not stated)
  -7	0.99	-3	0.86	2	1	14	-2	-11
CN(C(=O)Nc1ccccc1)C1CCCCC1
  12	1.1	-4	1.2	0	-9	-22	0	0
OC(CCc1ccncc1)c1ccccc1 (configuration not stated)
  10	1	3	0.89	2	-4	11	0	9
CC(C)(C)[C@@H]1C=C(C(=O)NC2CC2)O[C@H](OCc2ccc(CO)cc2)C1
  20	0.99	-2	0.89	-1	0	11	6	-2
CN(C)S(=O)(=O)c1ccc(S(=O)(=O)N2CCCC(C(=O)NC3CCCC3)C2)cc1 (configuration not stated)
  14	1.1	4	1	0	-11	0	-1	-1
Cc1cc(C)c2c(CC(=O)Nc3nccs3)coc2c1
  -1	1.1	-2	1.2	-1	-7	-22	-1	-5
Nc1cc(N)nc(SCCOc2ccccc2F)n1
  7	1	-3	0.99	-2	-4	1	-3	-5
CCOc1cc2[nH]c(=S)n(Cc3ccc(C(=O)NCCN(CC)CC)cc3)c(=O)c2cc1OCC
  1	0.92	-4	1.2	-1	8	-16	-6	-4
CC1=C(C(=O)OCC2CCCO2)C(c2ccsc2)C2=C(CCCC2=O)N1 (configuration not stated)
  14	1	0	0.97	-9	0	3	-2	-9
O=C(O)c1ccc(Cl)c(S(=O)(=O)Nc2ccc3cn[nH]c3c2)c1
  -1	0.87	29	1.1	-6	13	-10	-3	12
CCc1nc(Cl)c(C#N)c2c1CCCC2
  2	1	0	1.2	2	-3	-17	2	-4
Cc1oc(-c2cccs2)nc1CN1CCC(CO)(CCOc2ccccc2)CC1
  15	1	2	1.1	-1	-4	-12	-2	-5
C=CCN1C(=O)CSC1=Nc1ccc(NC(C)=O)cc1
  -5	0.99	-1	1.2	2	1	-16	2	-2

Next entries follow.
Below each compound – NALP3 yeast inh	mIAP activ	A3A deaminase	hIAP activ	SENP1 FRET inh	mIAP block	hIAP inh	beta cell repl	APOBEC3G inh
Cc1cc(C)cc(NC(=O)Cc2ccc(-n3cccc3)cc2)c1
  14	1.2	1	0.93	-1	-15	7	0	-7
O=C(CN(C(=O)c1csnn1)c1cccc2c1CCCC2)NCc1ccc(F)cc1
  0	1	-1	0.86	7	-4	14	-4	-7
Cc1ccc(S(=O)(=O)NC2CCCC2)cc1C(N)=O
  -2	1	0	0.96	2	0	4	0	0
CC1CN(c2ccc(Cl)cc2[N+](=O)[O-])CCN1S(C)(=O)=O (configuration not stated)
  8	1	-3	0.82	1	-4	18	-1	-5
CCOC(=O)c1cnc2c(c(C3CC3)nn2C)c1N1CCOCC1
  25	1.1	-1	1	-2	-10	-4	-2	-6
O=C(COC(=O)[C@H](Cc1ccccc1)NC(=O)c1cccs1)Nc1ccccc1C(F)(F)F
  3	1	4	0.93	5	-2	7	1	-9
COP(=O)(OC)c1nc(-c2ccccc2)oc1N1CCOCC1
  10	0.97	0	1.1	0	3	-8	0	0
CCOC(=O)C(=O)N(Nc1ccc(C)cc1)c1ccc(C)cc1
  11	1	-4	1.1	2	-1	-7	-2	-3
Cc1ccc(N2C(=O)Nc3ccccc3C2(O)C(=O)NCCCOC(C)C)cc1C (configuration not stated)
  2	1.1	-5	0.99	-1	-12	1	-2	-8
Cc1nc2nc(CC(=O)O)[nH]n2c(=O)c1[N+](=O)[O-]
  1	1	-1	0.96	2	0	4	-1	-4

The list is partial, so the mix of outcomes need not match the whole.
